MCL1 BIM primary: MCL1-BIM-BH3 interaction inhibition (human) | inhibition, % at 10.9 µM | GST-MCL1 / FITC-Bim-BH3 fluorescence polarization | actives 0.68% (n = 320,000);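 active = inhibition above the mean inhibition of all tested compounds plus 3 SD, set per campaign, cut at about 40% in these data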;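 also: 0% = DMSO wells and 100% = unlabeled Bim-BH3 peptide control; higher means more loss of mP so more displacement of Bim peptide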
Target sequence (Q07820 whole entry, looked up): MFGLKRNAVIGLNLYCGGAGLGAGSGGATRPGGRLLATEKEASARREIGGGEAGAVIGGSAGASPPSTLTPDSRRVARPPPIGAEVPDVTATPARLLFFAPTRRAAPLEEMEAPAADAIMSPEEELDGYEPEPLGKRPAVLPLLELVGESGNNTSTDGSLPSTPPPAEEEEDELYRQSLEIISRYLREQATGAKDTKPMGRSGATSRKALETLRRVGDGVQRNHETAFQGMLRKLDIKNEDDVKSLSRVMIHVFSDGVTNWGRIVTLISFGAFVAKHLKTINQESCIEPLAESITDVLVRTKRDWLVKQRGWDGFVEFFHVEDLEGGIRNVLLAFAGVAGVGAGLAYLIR
Fam108B inh: counter-screen for RBBP9 inhibitors: inhibitors of mouse Fam108B; recombinant Fam108B, FP-Rh probe fluorescence polarization; inhibition, % at 9.51 µM; actives 0.33% (n = 300,000); AID 1947;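 active = inhibition above the screen mean inhibition plus 3 SD, computed separately per campaign, cut at about 18% in these data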;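 also: inhibitors lower polarization as less probe binds the enzyme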
GRK2 inh: human GRK2 inhibition via aptamer displacement; bead flow cytometry, FAM-aptamer displacement from GRK2; inhibition of aptamer binding, % at 10 µM; actives 0.59% (n = 330,000);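 active = inhibition of aptamer binding above 40%, roughly 3 SD of noise, on plates passing a quality check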;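 also: median bead fluorescence of bound FAM aptamer so fluorescent compounds give negative values; no value below 0 was filed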
AGP1 TOR yeast: alters AGP1-GFP fluorescence in TOR pathway yeast screen. S. cerevisiae AGP1-GFP multiplex flow cytometry, 3 h; GFP as percent of DMSO wells. GFP response vs DMSO, % at 10 µM. actives 0.02% (n = 320,000);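 active = GFP response relative to DMSO above a set limit, near screen average plus 3 SD, cut at about 150% in these data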;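 also: median GFP channel fluorescence of the gated AGP1 strain per well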
GLD-1 TGE inh: GLD-1-TGE RNA interaction inhibition (C. elegans). inhibition, % at 5.96 µM. actives 0.44% (n = 320,000). purified GLD-1 + fluorescein TGE RNA, fluorescence polarization. Q17339;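 active = percent inhibition above a per-plate cutoff, the plate mean of test compounds plus 3 SD, cut at about 30% in these data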;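 also: 0% = DMSO wells with GLD-1 and probe and 100% = wells lacking GLD-1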
Target sequence (Q17339 whole entry, looked up): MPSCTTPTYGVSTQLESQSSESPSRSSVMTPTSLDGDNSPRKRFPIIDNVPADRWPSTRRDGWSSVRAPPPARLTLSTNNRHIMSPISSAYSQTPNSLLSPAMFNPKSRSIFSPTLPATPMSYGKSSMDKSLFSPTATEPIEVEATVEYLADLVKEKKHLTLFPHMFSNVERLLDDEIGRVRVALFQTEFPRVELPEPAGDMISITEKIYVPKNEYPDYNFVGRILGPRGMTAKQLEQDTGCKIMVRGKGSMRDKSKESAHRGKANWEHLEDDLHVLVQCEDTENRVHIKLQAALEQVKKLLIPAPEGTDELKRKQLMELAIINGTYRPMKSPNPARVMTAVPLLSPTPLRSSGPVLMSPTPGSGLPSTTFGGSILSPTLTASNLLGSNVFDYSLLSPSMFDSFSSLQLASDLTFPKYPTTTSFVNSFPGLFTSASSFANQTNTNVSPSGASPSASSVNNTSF
MEX-5 binding: C. elegans MEX-5 TCR-2 RNA binding activity | Q9XUB2 | MEX-5/FITC-TCR2 RNA binding, fluorescence polarization; active compounds read low | activity score (negative = inhibition of binding), % at 10 µM | actives 0.38% (n = 300,000);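 active = inhibition past about -25% in most replicates, and total fluorescence under double the plate's negative control median, limit read from the data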;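 also: 0% = DMSO and -100% = 5 µM competing unlabeled TCR2 RNA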
VLA-4 inh: inhibition in a human VLA-4 binding assay. VLA-4 expressing cells, ligand binding flow cytometry. inhibition, % (about 7 µM as worked out from the volumes in the protocol). actives 0.2% (n = 330,000); in the data active = inhibition above about 50%
CIT2 TOR yeast: modulators of TOR pathway CIT2-GFP in S. cerevisiae. S. cerevisiae CIT2-GFP strain, flow cytometry, 3 h; 100 means same as DMSO wells. GFP response vs DMSO, % at 10 µM. actives 0.065% (n = 320,000). AID 2029;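 active = GFP response relative to DMSO above a set limit, near the screen mean plus 3 SD, cut at about 150% in these data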;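 also: ratio of well median GFP fluorescence to mean of DMSO wells on the plate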
BCLXL inh: inhibitors of human Bcl-xL; inhibition, % at 10.9 µM; actives 0.7% (n = 320,000); GST-Bcl-xL / FITC-Bim BH3 peptide fluorescence polarization;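 active = inhibition above the mean of all tested compounds plus 3 SD, cutoff set per campaign, cut at about 30% in these data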;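 also: 0% = DMSO wells and 100% = unlabeled Bim-BH3 peptide competitor; inhibitors lower millipolarization by displacing the labeled peptide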
Target sequence (Q07817 whole entry, looked up): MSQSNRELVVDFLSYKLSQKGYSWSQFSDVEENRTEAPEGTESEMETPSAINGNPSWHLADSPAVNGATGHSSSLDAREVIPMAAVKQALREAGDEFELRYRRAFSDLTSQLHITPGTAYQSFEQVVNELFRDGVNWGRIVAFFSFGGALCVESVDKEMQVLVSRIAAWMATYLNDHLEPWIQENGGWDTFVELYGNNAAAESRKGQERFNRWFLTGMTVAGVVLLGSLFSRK
* = called active by the depositor; · = not tested or not shown.

SMILES	MCL1 BIM primary	Fam108B inh	GRK2 inh	AGP1 TOR yeast	GLD-1 TGE inh	MEX-5 binding	VLA-4 inh	CIT2 TOR yeast	BCLXL inh
Cc1nnc(SCC2=C(C(=O)O)N3C(=O)C(NC(=O)Cn4nc(C(F)F)c(Cl)c4C)C3SC2)s1 (centres undefined)	26	2	21	101	0	-2.5	-3	91	24
O=C1COc2ccc(C(=O)COC(=O)c3ccc(F)cc3Cl)cc2N1	·	·	4	109	2	·	-12	84	·
O=c1[nH]c2cc(Cl)ccc2n(CCNc2ncc(C(F)(F)F)cc2Cl)c1=O	-10	-1	0	89	2	-3.0	-10	88	-3
COc1ccc(NC(=O)C(OC(=O)c2cnccn2)c2ccccc2)cc1Cl (centres undefined)	-1	2	0	93	-2	2.0	3	91	-1
Cc1cc(C)n(C(=O)C2CCCN2S(=O)(=O)c2ccc(Cl)cc2)n1 (centres undefined)	1	-9	1	99	-3	1.2	13	103	6
O=C(CSCc1ccccc1)N1CCN(c2ccccc2)CC1	4	-3	1	100	-2	1.3	9	99	1
O=C(O)c1nn(-c2ccccc2-c2n[nH]c(=O)[nH]c2=O)c(=O)[nH]c1=O	8	-6	6	94	-1	-5.9	-6	99	18
C=CCn1c(SC)nc2sc3c(c2c1=O)CCc1ccccc1-3	0	0	0	101	4	-1.3	4	101	1
Cc1ccc(C(=O)NNC(=O)Cn2nnc3ccccc32)cc1	-6	-2	0	98	4	-2.7	·	97	-7
O=S(=O)(c1ccc(F)cc1)N1CC2CCCN2c2ccc(C(F)(F)F)cc21 (centres undefined)	3	-3	1	106	1	-2.1	-14	104	8
O=C(CN1C(=O)NC2(CCCCCCC2)C1=O)N1CCN(C(=O)c2ccco2)CC1	-5	1	0	110	2	1.7	6	111	5
CCCS(=O)(=O)N1CCC(C(=O)NCCCOC)CC1	3	2	0	97	-3	0.6	4	106	5
NC(=O)C1CCN(C(=O)/C=C/c2ccccc2[N+](=O)[O-])CC1	3	-2	1	97	0	-1.7	6	100	5
CCOC(=O)C1=C(C)NC(=S)NC1c1ccc(C)s1 (centres undefined)	8	2	1	105	2	0.2	-7	104	6
O=C(CN1C(=O)NC2(CCCCCC2)C1=O)Nc1cccc(F)c1	2	·	0	110	8	·	8	95	0
O=C(c1ccc(N2CCCS2(=O)=O)cc1)N1CCN(c2ccccc2)CC1	2	0	0	107	2	-0.3	-1	103	2
CCCCOCCCNC(=O)Cc1ccccc1OC	4	1	1	107	-5	-1.1	32	99	8
Clc1ccc(-c2cc(COc3ccc4ccccc4c3)no2)cc1	4	7	0	102	-1	2.6	-6	107	0
CN(CCOc1ccccc1)S(=O)(=O)c1ccccc1C#N	0	·	1	100	1	·	8	85	-2
Oc1ccc(Br)cc1CNc1cnc2ccccc2c1	1	2	0	98	14	3.7	16	92	6
C/C=C/c1ccc(OCC(=O)Nc2cc(Cl)ccc2-n2cncn2)c(OC)c1	-10	-1	0	102	9	-1.1	-18	100	-6
CCCc1cc(=O)oc2cc(OCc3cc(OC)c(OC)c(OC)c3)c(Cl)cc12	1	3	2	94	3	-2.1	0	95	1
CC(NC(=O)c1cnc2ccccc2n1)c1ccccc1 (centres undefined)	-2	2	2	98	7	0.3	-20	97	4
CSCC[C@H](NC(=O)OC(C)(C)C)C(=O)N/N=C/c1cccc2cccnc12	-1	-3	3	110	-6	·	7	101	1
Cc1cc(CN(C)C(=O)c2ccc3nc(Cc4ccccc4F)oc3c2)n[nH]1	0	2	2	99	-4	0.5	12	100	-1
N#Cc1c(-c2ccc(Cl)cc2)ccn2nc(C3CCCCC3)nc12	-20	3	0	104	-7	1.9	-7	93	-9
Cc1ccccc1C(=O)NC1CCN(CC(=O)Nc2nccs2)CC1	4	0	1	103	-1	-1.9	36	102	5
Fc1ccc(Nc2nc3ccccc3s2)cc1	5	0	0	91	4	-1.7	1	102	12
CCN(CC)c1ccc(NS(=O)(=O)c2ccc3c(c2)oc(=O)n3C)c(C)c1	10	0	2	90	-7	1.2	4	93	5
Cc1c(Cl)cccc1NC(=O)CCCCCN1C(=O)CCC1=O	1	-2	0	98	3	1.5	-12	99	5

Record cards, from the list above. Order of values: MCL1 BIM primary, Fam108B inh, GRK2 inh, AGP1 TOR yeast, GLD-1 TGE inh, MEX-5 binding, VLA-4 inh, CIT2 TOR yeast, BCLXL inh
`CCN(CC)c1ccc(NS(=O)(=O)c2ccc3c(c2)oc(=O)n3C)c(C)c1` reads 10, 0, 2, 90, -7, 1.2, 4, 93, 5
`Cc1cc(CN(C)C(=O)c2ccc3nc(Cc4ccccc4F)oc3c2)n[nH]1` reads 0, 2, 2, 99, -4, 0.5, 12, 100, -1
`N#Cc1c(-c2ccc(Cl)cc2)ccn2nc(C3CCCCC3)nc12` reads -20, 3, 0, 104, -7, 1.9, -7, 93, -9
`Cc1ccccc1C(=O)NC1CCN(CC(=O)Nc2nccs2)CC1` reads 4, 0, 1, 103, -1, -1.9, 36, 102, 5

Later entries
SMILES	MCL1 BIM primary	Fam108B inh	GRK2 inh	AGP1 TOR yeast	GLD-1 TGE inh	MEX-5 binding	VLA-4 inh	CIT2 TOR yeast	BCLXL inh
Cc1ccc(CCN2C(=O)CCC2(C)C(=O)NC2CCCC2)cc1 (centres undefined)	1	-5	0	99	-3	·	12	95	0
COc1cc(OC)cc(C(=O)NNC(=O)Cc2ccc(OC)c(S(=O)(=O)N3CCOCC3)c2)c1	1	-7	4	105	-8	-0.8	5	105	1
Cc1cc(NC(=O)CSc2ncnc3sccc23)no1	6	-1	1	109	-2	-1.6	-2	98	3
Oc1ccc(Br)cc1/C=N/Nc1ccccn1	2	1	0	25	4	-0.1	4	92	6
COc1ccccc1CN(C)CC(=O)Nc1cccc(S(=O)(=O)N2CCCC2)c1	·	·	1	105	10	·	4	114	·
CCOc1cccc2sc(NC(=O)CCS(=O)(=O)c3ccccc3)nc12	2	-2	0	97	7	0.4	4	93	4
CC(C)(C)c1cc(/C=C2\NC(=O)NC2=O)cc(C(C)(C)C)c1O	4	1	1	102	3	-2.4	3	106	5
CCOc1ccc2nc(NCCNC(=O)Nc3ccccc3)c(C#N)cc2c1	-6	-6	5	98	6	-3.7	13	95	-2
CCS(=O)(=O)N1Cc2ccccc2CC1C(=O)Nc1nc2ccccc2s1 (centres undefined)	-4	-9	0	91	-1	-1.9	-8	95	1
Cc1ccc(NC(=S)NCc2cccn2C)cc1	6	1	2	87	7	-0.2	·	93	3
CNC(=O)CSc1nnc(-c2ccccc2)n1C	3	4	1	105	5	2.3	3	108	1
CCOC(=O)C1(C)Oc2ccc(S(=O)(=O)CC)cc2NC1=O (centres undefined)	6	3	2	104	4	-2.0	-6	109	2
Cc1cc(C(=O)CN2C(=O)C(=O)N(C3CCCC3)C2=O)c(C)n1CCc1ccc(F)cc1	1	·	0	106	-2	·	4	99	-2
COc1cc(Cl)ccc1OCc1cc(C(=O)N(C)CCc2c(C)n[nH]c2C)no1	4	-4	1	93	-2	1.1	-12	99	3
COc1ccc(N(CC(=O)NC2CC3CCC2C3)S(=O)(=O)c2ccccc2)cc1OC (centres undefined)	2	-2	0	102	1	1.0	7	102	0
CCC(C)(C(=O)NC1CCCC1)N(C)C(=O)c1ccccn1 (centres undefined)	-6	3	0	103	-3	1.6	8	99	3
COc1ccc(Cl)cc1NC(=O)CN(C)C(=O)c1sc2ccccc2c1Cl	0	·	0	102	11	·	13	85	4
COc1ccc(S(=O)(=O)CCC(=O)NCCc2cccc(C)c2)cc1	-5	3	0	109	6	-1.0	1	115	4
O=C(N/C(=C\c1cccnc1)c1nc2ccccc2[nH]1)c1cccc(Br)c1	12	0	2	106	7	-1.8	5	115	6
CC1CCCCC1NC(=O)NC(=O)COC(=O)c1nccnc1N (centres undefined)	·	·	0	96	-8	·	1	105	·
COc1cc(CC(=O)NCC2CCCCC2)cc(OC)c1OC	-8	4	0	106	-2	1.4	16	105	3
CCn1c(CCNC(=O)c2ccc(OC)cc2)nnc1SCC(=O)Nc1ccccc1F	-9	6	3	99	7	1.6	3	97	-3
COc1ccc(S(=O)(=O)Nc2nc3ccccc3nc2Nc2cccc(C(=O)O)c2)cc1	4	0	0	103	1	-4.4	-132	101	7
CNC(=S)N/N=C/c1c(C)cccc1Cl	13	-3	1	105	4	2.9	2	95	11
Cc1cccc(C(=O)Oc2ccccc2-c2nnco2)c1	19	1	3	104	4	0.1	7	104	9
Cc1sc2ncnc(N3CCC(C(=O)NNC(=O)COc4cccc(C(F)(F)F)c4)CC3)c2c1C	8	-5	1	109	0	-6.6	-1	108	4
CCOC(=O)c1c(NC(=O)CN2C(=O)NC(C)(c3ccc(Cl)cc3)C2=O)sc(C(=O)NC)c1C (centres undefined)	-4	0	1	100	4	-0.4	-6	105	1
Cc1ccc(C(C2=C(O)CC(C)(C)CC2=O)C2C(=O)CC(C)(C)CC2=O)s1 (centres undefined)	-4	-6	0	93	1	2.9	7	86	2
CSCC(=O)Nc1ccc(F)c(Cl)c1	6	-2	0	98	2	-1.8	26	89	4
O=C(CSCC(=O)OCn1nnc2ccccc2c1=O)Nc1ccc(Cl)cc1	4	-2	0	95	-3	0.4	7	97	4
Cc1c(NC(=O)/C(=C\c2ccccc2)NC(=O)c2ccccc2)c(=O)n(-c2ccccc2)n1C	2	-2	2	99	6	0.2	3	91	0
COCCN1CCc2[nH]c(=S)[nH]c(=O)c2C1	5	7	0	106	0	-1.9	5	115	5
CC1(C)CC(=O)c2sc(NC(=O)C(C)(C)C)nc2C1	1	0	0	79	-1	0.2	19	89	-1
Cc1nnc(NC(=O)CN2CCN(Cc3ccccc3)CC2)s1	6	2	5	98	2	0.9	2	100	2
C[C@@]12C(=O)Nc3ccc(Cl)cc3C(=O)N1[C@H]1c3ccccc3OC[C@@H]1[C@@H]2c1ccccc1	-7	-33	2	90	8	·	-2	86	5
N#Cc1ccccc1NC(=O)c1ccc2c(c1)OCO2	1	4	1	103	-3	-0.4	-7	105	5
Oc1ccc(C[C@H]2CNCCN2CC2CCCCC2)cc1	4	-6	4	81	1	1.8	20	88	2
Cc1ccc(S(=O)(=O)N2CCCC2CNC(=O)C(=O)Nc2ccc(F)cc2F)cc1 (centres undefined)	2	-3	0	106	-3	-7.0	-1	94	4
CC(C)(C)c1cc[n+](CC(=O)Nc2cc(C(F)(F)F)ccc2N2CCOCC2)cc1	-11	-5	0	98	-3	-1.2	4	106	-12
COC(=O)c1ccc(C2NC(=O)NC(C)=C2C(=O)N(C)C)cc1 (centres undefined)	7	-2	0	105	1	-2.2	-1	104	8
S=c1nc(-c2ccccc2)n(-c2ccccc2)[nH]1	-22	1	0	113	3	0.4	24	111	-7
CC(C)(C)C1CCC(=NNC(=O)c2ccco2)CC1 (centres undefined)	5	4	0	95	4	-7.1	-11	103	-1
O=C1CN(C(=O)c2ccccc2F)C(c2ccc(F)cc2)c2cc(F)ccc2N1 (centres undefined)	-2	3	0	97	2	1.1	30	96	0
Cc1cccc(CN2CCN(CC(=O)NCCCN3CCN(c4ccc(F)cc4)CC3)C2=O)c1	7	1	0	108	3	-3.2	4	102	7
COc1ccccc1N1CCN(C(=O)c2ccc(Br)s2)CC1	8	2	2	99	2	0.0	22	96	6
O=C(/C=C/c1cccs1)Nc1ccc(N2CCOCC2)c(S(=O)(=O)Nc2cc(Cl)ccc2Cl)c1	-10	-6	6	99	-4	1.4	0	89	-2
COC(=O)C1=C(C)N(C)C(C)=C(C(=O)OC)C1c1ccc(Cl)cc1	1	0	0	103	3	0.0	17	101	6
COc1ccc(C(=O)N/N=C/c2sc(N3CCOCC3)nc2-c2ccccc2)cc1OC	4	2	1	105	-6	5.4	-3	102	0

Screening data from PubChem.
